# Screening data: PubChem BioAssay, several laboratories
# GC-A act: GC-A (human) enzyme activation. activation, % at 10 µM. HEK293 GC-A cells, cGMP TR-FRET, EC30 ANP; 0% at EC30 ANP, 100% saturating ANP. actives 0.14% (n = 370,000). AID 1671463; in the data active = activation above about 40%
# GAA850 FXN act: activators of GAA850 frataxin (FXN) promoter; HEK293 lucGAA850 FXN promoter luciferase reporter, 24 h; percent of 10 µM SAHA response; activation, % at 6 µM; actives 0.56% (n = 360,000);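 active = activation above the average of all compounds screened plus 3 SD, cutoff fixed separately per campaign, cut at about 7.5% in these data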;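 note: 0% = DMSO wells and 100% = 10 µM SAHA wells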
# NPR2 activator: GC-B (human) receptor activation | P20594 | HEK293-GC-B cells, CNP EC30, cGMP TR-FRET; 0% at EC30 CNP, 100% saturating CNP | activation, % at 10 µM | actives 0.11% (n = 370,000) | AID 1920062;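 active = activation at 10 µM reaching about 35% in either raw or pattern-adjusted values, limit read from the data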
# KLK7 zymogen act: proKLK7 (human) activation, primary screen; P49862; purified proKLK7, EDANS-DABCYL substrate fluorescence; 100% is mature enzyme control, 0% vehicle; activation, % at 7 µM; actives 0.9% (n = 370,000); AID 652039;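 active = activation above the mean of all tested compounds plus 3 SD, computed per campaign excluding outliers beyond control limits, cut at about 13% in these data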
# Target sequence (P49862 whole entry, looked up): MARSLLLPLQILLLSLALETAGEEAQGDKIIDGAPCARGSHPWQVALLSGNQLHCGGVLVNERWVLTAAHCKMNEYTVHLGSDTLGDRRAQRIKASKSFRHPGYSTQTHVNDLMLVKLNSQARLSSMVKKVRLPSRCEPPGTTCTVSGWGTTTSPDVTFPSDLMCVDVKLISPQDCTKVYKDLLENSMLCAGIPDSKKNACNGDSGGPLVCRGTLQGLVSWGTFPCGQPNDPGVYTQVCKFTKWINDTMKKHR
# rCAG RNA binder: binds r(CAG) RNA repeats; actives 1.3% (n = 370,000); inhibition, % at 3 µM; r(CAG) RNA repeat, TO-PRO-1 dye displacement fluorescence; AID 651821;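 active = inhibition above the plate cutoff, the mean of all test compounds on that plate plus 3 SD, cut at about 35% in these data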;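 note: 0% = DMSO alone and 100% = 100 µM mitoxantrone as full dye displacement; higher means more dye released from RNA so lower well fluorescence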
# ARFGAP1 inhibitor: rat ARFGAP1 inhibition; inhibition, % at 16.5 µM; actives 0.26% (n = 360,000); Arfgap1-stimulated ARF1 GTP hydrolysis, GDP FP detection;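 active = inhibition above a per-plate limit, mean inhibition of low control wells plus 3 SD, cut at about 25% in these data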;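 note: 0% = DMSO wells with enzyme and 100% = wells lacking Arfgap1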
# Target sequence (Q62848 1-136 limits assumed): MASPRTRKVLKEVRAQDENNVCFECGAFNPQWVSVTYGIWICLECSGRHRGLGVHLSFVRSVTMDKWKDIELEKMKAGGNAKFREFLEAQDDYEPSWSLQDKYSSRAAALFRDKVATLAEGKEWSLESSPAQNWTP
#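 Material – truncated rat Arfgap1 GAP domain · Buffer or medium – HEPES-based buffer, pH 7.5 · Reagent – human ARF1(Δ1-17)-GTP substrate · Dosing – 16.5 µM single point, 1.26% DMSO · Schedule – GTP hydrolysis reaction 2 h at 25 °C · Technique – GDP detection by fluorescence polarization · Benchmarks – No-Arfgap1 wells (100%) versus DMSO full-reaction wells (0%) · Repeats – single replicate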
# ADAM10 inh: inhibitors of human ADAM10; O14672; recombinant ADAM10, EDANS/DABCYL FRET peptide cleavage, 3 h; inhibition, % at 7 µM; actives 0.62% (n = 370,000);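 active = inhibition above a per-campaign cutoff equal to the mean of compounds falling between control-based bounds plus 3 SD, cut at about 20% in these data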;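 note: 0% = DMSO wells while the 100% control is not disclosed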
# ASAP1 inh: ASAP1 ArfGAP inhibition; Q9ULH1; ASAP1-stimulated ARF1 GTP hydrolysis, GDP FP detection; inhibition, % at 16.5 µM; actives 0.19% (n = 360,000); in the data active = inhibition above about 25%;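 note: 0% = vehicle with enzyme and substrate and 100% = no enzyme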
# sPLA2-III inh: Blocks human group III sPLA2 activity; actives 0.56% (n = 370,000); QFRET BODIPY PC-A2 liposome hydrolysis, fluorescence; Q9NZ20; inhibition, % at 12.2 µM;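 active = inhibition above mean plus 3 SD of compounds lying within the high and low control bounds, cut at about 19% in these data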;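 note: 0% = median of test compound wells and 100% = no enzyme DMSO wells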
# Target sequence (Q9NZ20 whole entry, looked up): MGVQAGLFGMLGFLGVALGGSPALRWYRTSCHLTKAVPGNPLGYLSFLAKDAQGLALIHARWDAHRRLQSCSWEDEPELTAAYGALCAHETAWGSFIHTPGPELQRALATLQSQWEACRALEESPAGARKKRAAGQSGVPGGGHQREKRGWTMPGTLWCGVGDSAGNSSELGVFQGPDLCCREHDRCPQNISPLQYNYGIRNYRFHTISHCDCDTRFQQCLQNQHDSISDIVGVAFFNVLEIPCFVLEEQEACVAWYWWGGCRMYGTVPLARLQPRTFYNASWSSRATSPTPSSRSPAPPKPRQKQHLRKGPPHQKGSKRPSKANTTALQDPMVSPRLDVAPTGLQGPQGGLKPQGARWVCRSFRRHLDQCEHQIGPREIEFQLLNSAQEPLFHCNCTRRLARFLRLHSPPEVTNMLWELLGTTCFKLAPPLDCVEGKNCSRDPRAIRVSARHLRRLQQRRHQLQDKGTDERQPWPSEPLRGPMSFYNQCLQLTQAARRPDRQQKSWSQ
# Tn6 DDE FP: disrupts Tn6 cyclic peptide binding to fibrin D-Dimer-E complex; Fibrin DD(E) TRITC-Tn6 fluorescence polarization displacement; inhibition, % at 8.3 µM; actives 0.21% (n = 370,000); AID 720509;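 active = inhibition above a per-campaign cutoff: mean of compounds within control limits plus 3 SD, cut at about 15% in these data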;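 note: 0% = median of all compound wells on the plate and 100% = blocking peptide control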
# The depositor's hits bear a star; i = inactive; nt = no result given.
SMILES,GC-A act,GAA850 FXN act,NPR2 activator,KLK7 zymogen act,rCAG RNA binder,ARFGAP1 inhibitor,ADAM10 inh,ASAP1 inh,sPLA2-III inh,Tn6 DDE FP
N#Cc1ccc(CN2CCN(C(=O)CN3C(=O)NC4(CCCC4)C3=O)CC2)cc1,-5,0.9,-2,0.2,-4,6,-9,-13,11,3
CCOC(=O)COc1ccc2cc(C(=O)OCC)c(=O)oc2c1,2,-1.2,-6,6.5,1,2,i,4,-4,-2
COc1ccc(C)cc1NC(=O)N1CCCc2ccccc21,-14,-0.7,-17,0.2,2,-11,4,12,0,0
COc1ccc(CC(NC(C)=O)C(=O)N2CCN(C(=O)Nc3cccc(F)c3)CC2)cc1OC (stereo not drawn),3,2.2,2,-0.4,-4,-3,-4,5,-2,-4
CN1CCN(Cc2c(C(=O)N/N=C/c3cccc(Br)c3)nnn2-c2nonc2N)CC1,1,-0.6,6,0.6,-4,11,-9,1,-7,3
C=CCNC(=O)C1CC(=O)N(c2ccc(OCC(=O)Nc3cccc(OC)c3)cc2)C1 (stereo not drawn),2,0.6,2,0.0,-2,9,-3,20,1,3
O=C1OCCC1Sc1nnc(-c2ccc(Cl)cc2Cl)o1 (stereo not drawn),70*,-5.0,2,0.6,-3,-6,3,4,-32,0
COC(Cn1c(-c2cccc(S(=O)(=O)N(C)C)c2)n[nH]c1=S)OC,-2,-0.7,3,-0.3,-1,-6,1,-6,6,0
CC(C)(C)c1nnc(NC(=O)Cc2ccccc2[N+](=O)[O-])s1,-4,4.2,0,-0.5,-1,1,-2,-7,9,5
CC1CC(C)CN(CCCNC(=O)c2ccc3nc(N4CCOCC4)sc3c2)C1 (stereo not drawn),-1,0.4,1,0.3,2,-10,-9,-10,-5,0
O=C(CCN1CCCCC1c1cccnc1)NCc1ccccc1 (stereo not drawn),4,-0.1,2,0.5,-4,-2,-1,-1,6,-1
CCCNC(=O)Cn1nc(C)n2c(cc3cc(F)ccc32)c1=O,0,-0.1,-1,0.1,3,-16,-8,-2,-1,7
CC(=O)CSc1ncnc2c1cnn2-c1ccccc1,3,2.2,-1,0.0,-3,8,-1,-17,-31,3
O=C(O)CCn1[nH]c(=O)c2ccccc2c1=O,1,1.3,3,-0.4,4,1,-12,8,5,9
CCOC(=O)C1CCCN(C(=O)Cn2ncc3c([nH]c4ccc(C)cc43)c2=O)C1 (stereo not drawn),1,-0.1,3,-1.0,-3,8,-105,6,-9,5
COc1ccc2[nH]c(=O)c(CN(CC3CCCO3)S(=O)(=O)c3ccccc3F)cc2c1 (stereo not drawn),-3,0.7,4,1.1,-1,1,-241,2,0,-4
COCCCN(C(=O)c1ccccc1)c1nc(-c2ccc(OC)cc2)cs1,0,1.5,-3,-0.3,-1,-6,10,6,-4,-9
Cc1nc(NC(=O)CSc2nc(N)cc(N)n2)sc1C,-2,-0.5,-1,0.6,-4,-12,-2,-10,4,6
CCCCc1c(-c2ccccc2OC)ncn1CCc1ccccc1Cl,-19,nt,-12,0.5,-3,-6,-2,-5,-6,6
COc1cc(/C=N/NC(=O)c2cccnc2)ccc1OCC(=O)Nc1ccccc1Cl,0,-0.7,3,0.0,-1,8,2,24,-5,-2
COCCCNC(=O)c1ccc(Cn2c(=O)c3ccccc3n(CC(=O)NCc3ccco3)c2=O)cc1,1,-0.9,3,-0.2,-2,-12,-1,-5,-2,9
O=C(C1=C(O)C(=O)N(CCCN2CCOCC2)C1c1ccccn1)c1cc2ccccc2o1 (stereo not drawn),4,-1.6,4,0.4,6,8,8,1,0,8
COC(=O)c1c(C)[nH]c(C(=O)OCC(=O)NC(C)(C)C)c1C,0,0.6,0,-1.4,-5,4,-2,-3,3,6
COc1cc2cc(CN(CCCN3CCOCC3)C(=O)Nc3ccccc3F)c(=O)[nH]c2cc1OC,2,-2.7,-2,0.8,-7,13,-150,7,-3,3

# Quoted at random: 4 entries already listed
SMILES,GC-A act,GAA850 FXN act,NPR2 activator,KLK7 zymogen act,rCAG RNA binder,ARFGAP1 inhibitor,ADAM10 inh,ASAP1 inh,sPLA2-III inh,Tn6 DDE FP
COC(=O)c1c(C)[nH]c(C(=O)OCC(=O)NC(C)(C)C)c1C,0,0.6,0,-1.4,-5,4,-2,-3,3,6
O=C(C1=C(O)C(=O)N(CCCN2CCOCC2)C1c1ccccn1)c1cc2ccccc2o1 (stereo not drawn),4,-1.6,4,0.4,6,8,8,1,0,8
COCCCNC(=O)c1ccc(Cn2c(=O)c3ccccc3n(CC(=O)NCc3ccco3)c2=O)cc1,1,-0.9,3,-0.2,-2,-12,-1,-5,-2,9
COc1ccc2[nH]c(=O)c(CN(CC3CCCO3)S(=O)(=O)c3ccccc3F)cc2c1 (stereo not drawn),-3,0.7,4,1.1,-1,1,-241,2,0,-4

# New compounds follow.
SMILES,GC-A act,GAA850 FXN act,NPR2 activator,KLK7 zymogen act,rCAG RNA binder,ARFGAP1 inhibitor,ADAM10 inh,ASAP1 inh,sPLA2-III inh,Tn6 DDE FP
Cc1ccc(C(=O)N/N=C\c2ccc(Br)o2)o1,1,-0.4,-1,0.1,-1,-3,-8,17,7,-5
COc1ccc(-c2nc(CS(=O)(=O)CC(=O)NCCCN3CCOCC3)c(C)o2)cc1,3,0.3,1,0.4,-3,7,-4,-10,0,-6
CCN(CC)Cc1c(C(=O)N/N=C/c2ccc(OCc3ccccc3C)cc2)nnn1-c1nonc1N,3,0.6,-1,0.0,4,8,3,-1,-7,-7
CCOc1ccc(NC(=O)CN2CCN(CC(=O)Nc3ccc(OC)cc3OC)CC2)cc1,-2,-0.1,6,-0.6,-10,-20,0,0,-2,-4
COc1ccc(-c2cc3c(=O)n(CC(=O)NC4CCN(Cc5ccccc5)CC4)ncn3n2)cc1,8,1.4,-6,-0.1,1,-11,-7,-5,0,-3
CCOC(=O)N1CCN(S(=O)(=O)c2ccc(NC(C)=O)cc2)CC1,-1,2.2,7,-0.3,0,1,-2,12,0,0
CCOc1cc(/C=N/NC(=O)c2cc(-c3cccnc3)nc3ccccc23)ccc1O,1,1.4,2,0.6,1,-1,-2,2,-1,4
Cc1c(N2C(=O)/C(=C\C3CC=CCC3)SC2=S)c(=O)n(-c2ccccc2)n1C (stereo not drawn),3,-0.2,1,1.1,7,10,3,5,-1,3
CC(=O)N(C)c1ccc(N=Nc2ccc3ncccc3c2)cc1,0,2.2,-4,0.0,0,9,17,-3,-5,0
COc1ccc(Cl)cc1NC(=O)COC(=O)c1ccc(C)o1,1,-0.4,3,0.7,4,-4,-15,-10,9,1
CCOC(=O)C1=C(C)N=c2s/c(=C/c3ccc(OCC(=O)O)cc3)c(=O)n2C1c1ccc(OC)cc1OC (stereo not drawn),0,2.1,-5,-5.6,20,4,9,-2,-2,-3
Cc1c(NS(=O)(=O)c2ccc(Br)s2)c(=O)n(-c2ccccc2)n1C,-1,0.1,2,0.3,3,3,3,6,-8,-6
Cc1nnc2sc(-c3ccc(NC(=O)CSc4ccc(Cl)cc4)cc3)nn12,-29,-0.3,-7,-3.0,7,5,-3,-5,-2,3
COc1ccc(OCCCC(=O)N(CCC2=CCCCC2)c2c(N)n(Cc3ccccc3)c(=O)[nH]c2=O)cc1,-5,0.0,0,0.8,-5,14,2,1,-2,4
COc1ccc(CCNc2nc(-c3ccc(F)cc3)c(CC(=O)O)s2)cc1OC,-1,0.8,4,0.0,10,-7,-5,8,-6,-4
CCOc1ccc(CNC(=O)CCS(=O)(=O)c2ccc3c(c2)NC(=O)CO3)cc1OC,2,0.8,2,-0.2,-2,8,1,-1,3,-3
COc1cccc(C(=O)N2N=C(c3cccc(OC)c3)CC2(O)C(F)(F)F)c1 (stereo not drawn),-4,1.0,6,0.1,-7,4,0,-2,-4,-4
Cc1cc(C)c2nc(-c3ccccn3)cc(C(=O)Nc3cc(C)on3)c2c1,2,-2.1,2,-0.4,11,-5,-37,-20,-8,-1
CC(C)c1ccc2c(c1)C(N1CCNCC1)Cc1ccc(F)cc1S2 (stereo not drawn),-9,nt,-11,0.0,8,-3,3,5,11,2
CC(C)(C)c1ccc(C(=O)N2CCC2(C)C(=O)NS(=O)(=O)c2ccccc2Cl)cc1 (stereo not drawn),-1,-0.3,4,0.0,30,3,-11,16,-3,6
COCC(=O)/C=C1\Sc2ccccc2N1C,-3,2.9,5,-0.2,-1,9,0,0,1,4
OCCC1CN(C2CSCCSC2)CCN1Cc1ccccc1 (stereo not drawn),0,0.3,-3,-0.1,-3,3,1,-2,2,-2
Cn1cnnc1SCC(=O)NC1CCCC1,1,0.1,-2,-0.3,0,2,14,7,1,3
CCc1ccc(CCC(=O)Nc2nc(CC(C)=O)ns2)o1,5,1.9,3,-0.2,12,11,-12,0,-11,-7
CCC(C)NC(=O)Cn1cnc2sc(C)c(S(=O)(=O)N3CCCCC3)c2c1=O (stereo not drawn),0,-0.2,3,0.1,-4,2,5,-3,4,0
O=C(CCN1CCN(c2ccc(Cl)cc2)CC1)Nc1ccccc1F,5,1.4,-3,0.5,-10,14,6,15,-1,4
CC1CCCCC1NC(=O)c1nn(C)c2c1CS(=O)(=O)c1ccccc1-2 (stereo not drawn),1,2.1,-2,-0.4,-5,0,1,6,3,-1
COc1cccc(OC)c1C(=O)Nc1cccc(-n2cnnn2)c1,-3,-1.0,7,-0.6,4,-6,-5,3,3,4
CC(C)Oc1cccc(C(=O)C2CCCN(C(=O)c3cncs3)C2)c1 (stereo not drawn),-1,5.5,3,0.2,-5,7,-3,-1,-3,7
O=C(NNc1nc2ccccc2s1)Nc1ccccc1,3,4.1,-5,0.6,5,-4,2,-5,8,6
O=C(NCC1CCN(S(=O)(=O)c2ccccc2)CC1)Nc1ccc(F)cc1F,1,0.2,-3,0.4,-2,6,7,-2,0,1
COc1ccc(NC(=O)CN(c2cc(C)cc(C)c2)S(=O)(=O)c2c(C)n[nH]c2C)cc1,-1,-2.1,-4,0.2,2,-2,4,6,-15,-4
COc1ccccc1CNCc1cc(=O)oc2c(C)c(C)ccc12,-4,2.8,4,0.3,-6,8,-4,-4,-1,0
CC(C)c1ccc(CNC(=O)C2(C)CCCN2C)cc1 (stereo not drawn),2,0.9,0,0.2,-1,-2,-11,19,-6,9
Cc1ccc2c(c1)C1CS(=O)(=O)N(Cc3ccccc3)C(=O)N1C2 (stereo not drawn),-3,nt,3,0.2,1,nt,-4,nt,1,-2
O=C(NCc1nnc(SCc2ccccc2)n1-c1ccc(F)cc1)C12CC3CC(CC(C3)C1)C2,-1,0.9,-4,-0.2,-2,1,5,6,-20,-8
CN(C(=O)COC(=O)c1cc(=O)[nH]c2ccccc12)c1c(N)n(Cc2ccccc2)c(=O)[nH]c1=O,-1,0.3,-2,-22,2,9,-109,10,-5,2
COc1cccc(C(=O)c2c[nH]c(C(=O)NCc3cccs3)c2)c1,-21,-1.3,-10,0.1,-3,11,2,1,-8,-5
CN(C)c1ccc(Sc2ccc3nc(N)nc(N)c3c2)cc1,-13,-5.7,-1,0.4,8,-5,-2,14,1,-1
CCN(CC)S(=O)(=O)c1cccc(-c2n[nH]c(=S)n2Cc2ccccc2)c1,0,0.3,0,0.3,3,-3,3,6,17,-3
N#CC(NC(=O)OCc1ccccc1)c1ccccc1 (stereo not drawn),2,3.3,0,-0.2,-3,6,-1,-8,-8,12
